# AT treatment: qHTS Assay for Identifying a Potential Treatment of Ataxia-Telangiectasia; 320,000 tested, 0.19% active; Potency, µM (titrated, usually from 57.5 µM), inactives show top-dose activation, hits mostly activators; […] A-T fibroblasts, KAP-1 phosphorylation AlphaLISA; neocarzinostatin DNA damage 30 min before lysis; further: potency means the concentration at half of the fitted maximal effect; % of control where 0% means no effect; nearly all actives have a fitted effect of over 45% in size
#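 hTERT-immortalized A-T patient fibroblasts ([…]), 500 cells/well in OPTI-MEM, 1% FBS, got compounds for 60 min, then NCS for 30 min at 37C. Lysates were then assayed for phospho-KAP-1 by AlphaLISA (anti-pKAP1 donor, anti-KAP1 acceptor beads), 6 hr at 25C.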
# Tb PFK inh: qHTS Assay to Find Inhibitors of T. brucei phosphofructokinase; ATP-dependent 6-phosphofructokinase (Trypanosoma brucei brucei), O15648; T. brucei PFK, ADP-Glo luminescence; Potency, µM (highest dose often 57.5 µM), for inactives: top-dose activity, negative = inhibition, hits mostly inhibitors; 330,000 tested, 0.17% active; AID 485367, 2010;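 further: potency means the concentration at half of the fitted maximal effect; 0% = uninhibited 1x PFK enzyme wells and -100% = no-enzyme wells; nearly all actives have a fitted effect of over 60% in size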
# Target sequence (O15648 whole entry, looked up): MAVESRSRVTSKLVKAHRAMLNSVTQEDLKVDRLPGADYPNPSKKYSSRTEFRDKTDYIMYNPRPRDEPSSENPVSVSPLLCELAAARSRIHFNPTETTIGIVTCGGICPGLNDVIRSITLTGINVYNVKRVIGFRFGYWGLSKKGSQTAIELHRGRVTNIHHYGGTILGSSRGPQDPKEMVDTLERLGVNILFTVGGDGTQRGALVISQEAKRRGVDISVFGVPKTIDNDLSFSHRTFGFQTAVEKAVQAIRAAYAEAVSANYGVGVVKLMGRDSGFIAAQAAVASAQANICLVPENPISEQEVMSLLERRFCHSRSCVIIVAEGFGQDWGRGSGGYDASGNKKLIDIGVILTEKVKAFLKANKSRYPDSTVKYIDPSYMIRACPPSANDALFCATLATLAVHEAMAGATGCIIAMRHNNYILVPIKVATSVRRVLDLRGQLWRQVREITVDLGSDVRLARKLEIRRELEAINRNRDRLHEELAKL
#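 ADP-Glo luminescence quantified ADP after 45 min at room temperature, with 1.25 nM T. brucei PFK, 0.1 mM ATP and 0.5 mM fructose-6-phosphate in pH 8.0 TEA buffer. qHTS titrations up to 57 µM; curves classified by quality.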
# Chronic BCR inh: qHTS Assay to Find Inhibitors of Chronic Active B-Cell Receptor Signaling. ABC-DLBCL IkBa-CBG/CBR reporter, luminescence ratio, 4 h. Potency, µM (top dose mostly 46.1 µM), for inactives: at the top dose ratio change, negative = lower green/red ratio, actives largely listed as inhibitors. 340,000 tested, 0.05% active. AID 493014, 2011; active means well fitted inhibition curve with a large enough effect in the signal ratio, with a control signal flat, not every such curve was filed as active; inconclusive means small, poorly fitted or top-dose-only effect, or effect the other way, or a change in a side signal; the % refers to the signal ratio;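 further: potency means the concentration at half of the fitted maximal effect; plate controls were basal doxycycline-induced cells for no effect and cells given 10 µM MG132 for full effect; MG132 reads +100%, hits lower the ratio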
#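 Cell line TMD8 (human ABC DLBCL), stably expressing tet-inducible CBG68-IkBa fusion and CBR; IMDM/0.5% FBS; cpd up to 46 uM; dox induction, 4 h, 37C/5% CO2; dual luminescence; green/red ratio; MG132 control.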
# MLL CXXC-DNA inh: qHTS Fluorescence Polarization Assay for Inhibitors of MLL CXXC domain - DNA interaction; Histone-lysine N-methyltransferase 2A (Homo sapiens), Q03164; MLL-CXXC / FITC-HOXA9 DNA fluorescence polarization; Potency, µM (titrated, usually from 115 µM), for inactives: top-dose activity change, negative = inhibition, hits mostly inhibitors; 290,000 tested, 0.037% active; AID 2662, 2010; active means well fitted inhibition curve with a large enough effect in the polarisation, with a control signal flat, not every such curve was filed as active; inconclusive means small, poorly fitted or top-dose-only effect, or effect the other way, or a change in a side signal; inactive means no such curve, though single readings can be large or run the other way; the % refers to the polarisation; further: potency means the concentration at half of the fitted maximal effect
#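 Steps: dispense CXXC domain solution (7 uM) → pin compounds or unlabeled HOX-A9 DNA control → 5 min ambient → add FLSN-HOX-A9 solution (50 nM) → spin → 30 min ambient → fluorescence polarization. Tris pH 7.5/NaCl/DTT/BSA buffer.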
# GALK inhibitor: qHTS Assay for Inhibitors of Human Galactokinase (GALK); Purified GALK, Kinase-Glo residual ATP luminescence; 270,000 tested, 0.007% active; Potency, µM (top dose mostly 57.5 µM), for the others: at the top dose activity change, negative = inhibition, most hits filed as inhibitors; AID 1868, 2009; further: potency means the concentration at half of the fitted maximal effect; on the % scale 0 is the no-effect control and ±100 the full control effect
# Target sequence (P51570 whole entry, looked up): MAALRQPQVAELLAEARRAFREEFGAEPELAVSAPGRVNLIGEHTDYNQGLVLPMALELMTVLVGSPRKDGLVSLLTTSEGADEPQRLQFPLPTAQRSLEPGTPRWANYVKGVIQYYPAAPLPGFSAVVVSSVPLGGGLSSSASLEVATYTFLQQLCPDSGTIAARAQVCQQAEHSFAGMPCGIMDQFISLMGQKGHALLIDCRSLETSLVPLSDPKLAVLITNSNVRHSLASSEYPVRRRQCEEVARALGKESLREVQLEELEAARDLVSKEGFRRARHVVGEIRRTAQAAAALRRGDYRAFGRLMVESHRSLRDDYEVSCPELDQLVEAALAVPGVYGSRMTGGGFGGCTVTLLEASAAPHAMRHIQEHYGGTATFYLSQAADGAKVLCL
#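 GALK at 5 nM final was combined with compound, 35 uM ATP and 100 uM galactose in HEPES pH8.0 with MgCl2 and DTT. The reaction ran one hour at room temperature before luminescent ATP detection.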
# TSHR antag: Antagonists of the Thyroid Stimulating Hormone Receptor: HTS campaign. 330,000 tested, 0.2% active. Thyrotropin receptor (Homo sapiens), P16473. TSHR-expressing cells, TSH-stimulated cAMP HTRF, 2 h; hits give low values. activity change, negative = inhibition, % at 11.5 µM;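 active means activity change below a set negative limit, meaning inhibition stronger than a set level, cut at about -70% in these data; inconclusive means activity change between two set negative limits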; further: on the % scale 0 is the no-effect control and ±100 the full control effect
#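 TSHR-expressing cells were treated with compounds, then stimulated with TSH at EC80 (4nM final) for 2 hours at 37 deg C. Cellular cAMP was measured by HTRF competition between lysate cAMP and cAMP-d2 for a cryptate-labelled anti-cAMP antibody.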
# hERG WT inh: qHTS for Inhibitors of KCHN2 3.1: Wildtype qHTS; Voltage-gated inwardly rectifying potassium channel KCNH2 (Homo sapiens), Q12809; U2OS, BacMam KCNH2, thallium flux FluxOr; hits give low values; 340,000 tested, 0.37% active; activity change, % at 1.84 µM; AID 720551, 2013;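 active means maximum activity change below -70%; inconclusive means maximum activity change between -70% and -50%; inactive means maximum activity change above -50%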; further: on the % scale 0 is the no-effect control and ±100 the full control effect
#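 U2OS cells were transduced with wild-type KCNH2 virus (2.03 x 10^8 / mL) for 4 h at room temperature, then cultured overnight at 37 C. Thallium flux was read with FluxOr dye. Rate constants were normalized to DMSO controls.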
# FBPA coupling cs: qHTS Assay for Inhibitors of Fructose-1,6-bisphosphate Aldolase from Giardia Lamblia: Coupling assay counterscreen | 290,000 tested, 0.67% active | activity change, negative = inhibition, % at 58.2 µM, hits read low | coupling enzyme system counterscreen, AmpLite Red fluorescence | AID 2472, 2010; in the data active means activity change below about -30%; further: on the % scale 0 is the no-effect control and ±100 the full control effect
#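 Counterscreen lacking aldolase: glyceraldehyde-3-phosphate coupling-enzyme reagent preincubated 10 min at RT with compound (at 57.5 uM final), then substrate/coupling system with AmpLite Red added; fluorescence read at 525/598 nm after 20 min RT.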
# TCR activator: Activators of T cell receptors: qHTS campaign; 330,000 tested, under 10 active; primary human leukocytes, anti-CD3, IL-2 HTRF, 48 h; Potency, µM (titrated, usually from 9.22 µM), for inactives: at the highest dose activation of IL-2 secretion, most hits filed as activators; further: % of control where 0% means no effect
#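 Primary human leukocytes incubated 48 hr with anti-CD3 beads plus compound, without co-stimulation. Secreted IL-2 measured by HTRF (europium cryptate/d2 anti-IL-2 pair, 320 nm excitation, 665 nm emission).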
# Giardia kill: Small Molecules that selectively kill Giardia lamblia: qHTS. Giardia lamblia trophozoite viability. activity change, % at 7.66 µM, hits read low. 340,000 tested, 0.15% active; in the data active means activity change below about -80%; inconclusive means between about -30% and that limit;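 further: parasites exposed to compound for two days anaerobically before the ATP read; on the % scale 0 is the no-effect control and ±100 the full control effect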
#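 Trophozoite viability was measured as ATP-dependent luminescence, read 15-30 min after reagent addition. Before that, parasites at 100 cells/well were exposed to compounds for 48 h, anaerobically, at 37 deg C.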
# Numbers without * were called inactive; ? = inconclusive; . = no result given; & = joins results of further samples; [ ] = another dose, or the depositor's remark. Unless noted, the call rests on the fitted dose curve; in most records, active means well fitted curve in the direction sought with a large enough effect; inconclusive means small, poorly fitted or top-dose-only effect, or another doubt; inactive means no such curve, though single readings can be large; an effect the other way counts as inactive or inconclusive. No enrichment for hits; overall some 1.6% were active at least once.
SMILES,AT treatment,Tb PFK inh,Chronic BCR inh,MLL CXXC-DNA inh,GALK inhibitor,TSHR antag,hERG WT inh,FBPA coupling cs,TCR activator,Giardia kill
Cn1c(N)c(C(=O)COC(=O)Cc2cccs2)c(=O)n(C)c1=O,-2%,-6%,?,.,.,0,10,.,1%,19
O=C(CSc1nc2cc(Cl)ccc2s1)NC(=O)NCc1ccco1,-8%,?,6%,-11%,0%,1,-3,-3,.,23
COc1ccc2c(=O)c(-c3ccccc3)c(C)oc2c1,4%,4%,3%,-6%,0%,-2,-1,-2,-4%,0
COc1cccc(CN(C)C(=O)c2ccc(NS(=O)(=O)c3ccc4[nH]c(=O)[nH]c4c3)cc2)c1OC,6%,1%,0%,13%,-1%,-11,0,-3,-2%,9
CCCCN(C)CCNC(=O)Cn1ncc2c(=O)oc3ccc(C)cc3c21,3%,-1%,10%,1%,2%,-5,6,3,0%,1
COc1ccc(S(=O)(=O)N2CCOC23CCN(S(=O)(=O)c2cc(C)ccc2OC)CC3)cc1,-5%,-6%,3%,.,.,-2,-24,.,-4%,-5
Cc1ccc2cc(CN(CCN3CCOCC3)Cc3nnnn3Cc3ccco3)c(=O)[nH]c2c1C,1%,-5%,5%,0%,-1%,1,10,-4,-1%,13
CCc1ccc(C(=O)CN(C#N)c2nc(C)cc(C)n2)cc1,?,3%,?,-7%,-2%,-4,10,1,4%,-7
COc1ccc(C(=O)Nc2ccc3c(c2)OCCO3)cc1Br,-8%,4%,?,-11%,-4%,-12,-5,-6,-9%,-8
CC1(C)C[C@H]2C3=CCC4[C@@]5(C)CC[C@H](O)C(C)(C)C5CC[C@@]4(C)[C@]3(C)[C@@H](O)[C@@H](O)[C@@]2(CO)[C@@H](O)[C@@H]1O (stereo not given in full),12%,8%,-1%,.,.,-13,-7,.,3%,2
O=C(CNC(=O)c1ccc2ccccc2c1)OCC(=O)N1CCN(S(=O)(=O)c2ccc3ccccc3c2)CC1,-4%,0%,1%,10%,-2%,-9,1,12,-31%[inhibitor][46.1 µM],-26
O=C(CCCCl)N1CCc2[nH]c3ccccc3c2C1,0%,0%,15%,.,.,-5,-12,.,3%,2
C[C@@H](C(=O)OCC(=O)Nc1cc(S(=O)(=O)N2CCOCC2)ccc1Cl)N1C(=O)C2CCCCC2C1=O (stereo not given in full),-3%,-3%,7%,4%,1%,0,3,1,17%[46.1 µM],8
O=C1c2ccccc2C(=O)N1Cc1ccco1,2%,-2%,10%,-8%,0%,3,-20,2,0%,-4
Cc1ccn2c(NCc3ccc4c(c3)OCO4)c(-c3ccc(O)cc3)nc2c1,7%,-4%,?,5%,-1%,0,-12,-1,0%,-9
O=C(O)c1ccc(COc2ccccc2Cl)cc1,11%,8%,?,-2%,5%,-2,-5,6,0%,2
CCNc1nc(NC(C)(C)C)nc(N2CCCC2)n1,2%,-4%,?,-2%,0%,-5,13,4,3%[46.1 µM],-19
COc1cccc(OC)c1C(=O)Nc1ccc(CN2CCOCC2)cc1,2%,-4%,0%,1%,0%,9,6,0,-2%,2
O=C(NCCN1CCOCC1)/C(=C\c1ccc(F)cc1)NC(=O)c1ccccc1,2%,0%,1%,5%,-4%,-3,-40,.,0%,-10
CC1=CC(C)C(C(=O)O)C(C(=O)Nc2cccnc2)C1 (stereo not given),4%,1%,6%,-1%,-2%,13,-5,2,-1%,-5
COc1ccc(/C=N/N(C)C2=NCCN2)c(OC)c1OC,-7%,-5%,?,-6%,3%,4,-3,2,1%,38[activator]
CCOC(=O)c1cc2c(nc1N)CCCC2,23%,0%,?,-2%,-2%,7,.,0,6%,-27
O=C(CN1CCN(S(=O)(=O)c2ccccc2)CC1)N1CCc2ccccc21,10%,-4%,-2%,.,.,-1,1,.,-8%,10
COC(=O)/C=C/C(=O)N1CCN(c2ccccc2C)CC1,-7%,2%,?,8%,1%,-6,11,0,8%[46.1 µM],1
Cc1cc(Cl)ccc1N(CC(=O)NCCSCc1ccco1)S(C)(=O)=O,-2%,-8%,12%,-7%,1%,1,5,0,.,-11
O=C(CC1NCCc2ccccc21)Nc1ccc(Cl)cc1 (stereo not given),2%,-7%,?,13%,2%,0,7,1,-4%,3
Cc1ccc(S(=O)(=O)CCC(=O)OCc2ccc(Cl)cc2)cc1,2%,5%,-2%,-4%,1%,-8,0,1,0%,-14
O=c1oc2ccccc2cc1-c1nc2c(s1)CCc1ccccc1-2,26%,-1%,2%,?,0%,12,-4,-81*,-7%[46.1 µM],3&-28
O=C(COC(=O)COc1ccccc1)Nc1ccccc1OC(F)F,.,0%,-3%,2%,2%,16,7,0,-2%,6
Cc1ccc(-n2cc(CN3CCN(c4ccccn4)CC3)c(-c3ccc(F)cc3)n2)cc1,2%,4%,2%,-15%,1%,-8,13,-2,-1%,8
Cc1ccccc1/C=C/c1nc2ccccc2c(=O)n1CCc1ccccc1,-2%,-8%,-7%,13%,0%,22,-5,7,-2%[46.1 µM],0
CCOCCCN(C(=O)Cn1nnc2ccccc21)C(C(=O)NCc1ccco1)c1ccncc1 (stereo not given),4%,-5%,-3%,-3%,0%,5,3,-7,-1%,10
Cc1ccc(C2C(C(=O)c3cccs3)=C(O)C(=O)N2c2nnc(C)s2)cc1 (stereo not given),-9%,3%,?,?,1%,28,-4,1,-6%,16
COc1cccc(CNC(=O)C2CC(=O)N(C3CCCCCCC3)C2)c1 (stereo not given),-1%,1%,6%,23%,7%,-9,-3,3,-1%,30
Cc1ccc(-n2ncc(C#N)c2/N=C/N2CCOCC2)cc1,-9%,0%,-6%,4%,0%,-2,-3,2,0%,-17
COCCNC(=O)/C(C#N)=C/c1ccc(OC(=O)c2cccs2)c(OC)c1,-3%,?,-1%,10%,-3%,-3,-12,0,5%,-14
CCc1cc(Cl)c(OC)c(C(=O)NC[C@@H]2CCCN2CC)c1O,.,.,.,.,.,.,46&10,0&3,-9%&10%,1&60
O=C(Cc1ccc(Cl)cc1)Nc1ccncc1,8%,?,8%,-4%,-1%,-9,30,-1,2%,22
O=C(CSc1nnc(C2COc3ccccc3O2)o1)N1CCOCC1 (stereo not given),1%,0%,2%,2%,-1%,-9,7,1,9%,-18
CC(=O)NC(CC(=O)OCC(=O)N1CCN(S(=O)(=O)c2ccc(C)cc2C)CC1)c1ccccc1 (stereo not given),9%,-10%,-3%,.,.,2,-15,.,.,7
CN(C)c1ccc(-c2nc3cc(N)ccc3o2)cc1,19%,-3%,?,5%,-1%,-4,-2,-2,-10%,?
O=C(Cn1ncc(Cl)c(Cl)c1=O)NC(=O)NC1CCCCC1,-7%,0%,?,.,.,-25,13,.,-1%,12
CC(C)OP(=O)(OC(C)C)C(Nc1cccc(C(=O)O)c1)c1ccccc1 (stereo not given),-2%,1%,8%,-2%,5%,-8,-2,14,-1%,2
Cc1cc2n(n1)C(c1ccco1)Nc1ccccc1-2 (stereo not given),3%,2%,3%,4%,2%,-3,-5,0,-2%,15
C[C@H](CO)N1C[C@H](C)[C@@H](CN(C)S(=O)(=O)c2ccccc2)Oc2ccc(NC(=O)c3ccncc3)cc2C1=O,-1%,7%,-2%,.,.,2,-4,.,-6%,-3
O=C1C2CC=C(Cl)CC2C(=O)N1CC1OCCc2ccccc21 (stereo not given),-2%,-1%,9%,9%,-3%,59,2,4,-6%,1
Cc1ccccc1Cn1c(=N)n(CC(O)c2ccco2)c2ccccc21 (stereo not given),2%,2%,?,19%,-3%,-4,51,1,-2%,-8
COc1ccc2nc(N3CCN(C(=O)c4ccc5ncsc5c4)CC3)sc2c1,-3%,-8%,-1%,.,.,-14,0,.,-9%,4
Cc1ccnc(Sc2nc3c(c(=O)[nH]c(=O)n3C)n2CCCc2ccccc2)n1,10%,4%,0%,-13%,7%,-10,4,-12,-8%,0
CCOc1ccccc1NC(=O)CCn1cccc1,1%,-4%,14%,0%,1%,0,-2,0,8%,20
COc1ccc(-n2c(C)c(C)c3c(NCCCN(C)C)ncnc32)cc1,-18%,-1%,0%,?,.,4,11,-1,-1%,12
COc1ccc2cc(CN(CCCN3CCOCC3)Cc3nnnn3C3CCCCC3)c(=O)[nH]c2c1,29%,0%,3%,4%,4%,22,24,0,-8%,3

# Compound activity (PubChem BioAssay)
